D2 agonist = D2 dopamine receptor (human) agonism | HEK293 T-REx D2 cells, calcium flux agonist mode | 340,000 tested, 0.53% active | activation, % at 2 µM | P14416 | AID 485358;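 active means activation over 3 SD above normal in the single-dose calcium agonist read, cut at about 30% in these data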; further: 0% is about no effect
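Agonism scored from kinetic calcium signal (1 read/sec, 180 s) following compound pin transfer, after a 10 s baseline. Cells: HEK293 Trex line expressing inducible D2 receptor coupled to calcium, dye-loaded after overnight culture at 30 C.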
TRHR enhancer = allosteric enhancers of human TRH receptor | 360,000 tested, 0.66% active | TRHR cells, fluo-8 calcium fluorescence, EC20 TRH enhancement | AID 493056 | P34981 | enhancement, % at 2 µM; in the data active means enhancement above about 30%; further: 0% is about no effect
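TRHR-expressing cells loaded with fluo-8 calcium dye were read kinetically (ex 480/em 530) during compound addition, then stimulated with an EC20 of TRH (10 nM final). Enhancement of the Gq-mediated intracellular calcium response was scored.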
D1 agonist = activates the human D1 dopamine receptor; P21728; HEK293 T-REx D1 cells, calcium flux, agonist mode; 360,000 tested, 1% active; activation, % at 2 µM; further: 0% is about no effect
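Agonism was scored from calcium flux recorded over 180 s (1 read/s) after pintool compound addition, following a 10-cycle baseline. Cells were inducible force-coupled HEK293 TREx D1, plated overnight at 30 C and loaded with no-wash calcium dye.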
D2 antagonist = antagonists of human D2 dopamine receptor | inhibition, % at 10 µM | P14416 | AID 485344 | 340,000 tested, 2% active | HEK293 TREx D2 cells, calcium flux, dopamine EC80; in the data active means inhibition above about 30%; further: 0% is about no effect
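HEK293 T-REx D2 cells, tet-induced, calcium dye no-wash. Cpd pintool add, 180 s kinetic, then EC80 DA, 180 s kinetic. Ca flux read.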
D2 potentiator = D2 dopamine receptor (human) potentiation; HEK293 T-REx D2, calcium flux, EC20 dopamine potentiation; potentiation, % at 10 µM; 340,000 tested, 0.34% active; AID 485347;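 active means potentiation over 3 SD above the plate norm, cut at about 30% in these data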; further: 0% is about no effect
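Calcium flux readout, no-wash dye, 1 read/s. Inducible HEK293 Trex D2 line, overnight 30 C. Compound alone 180 s (agonist flags), then EC20 dopamine, another 180 s to score potentiation.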
D1 PAM = enhances dopamine response at the human D1 receptor. HEK293 TREx D1 cells, calcium flux, dopamine EC20 potentiation. potentiation, % at 10 µM. 360,000 tested, 0.036% active. AID 504651; in the data active means potentiation above about 30%; further: 0% is about no effect
D1 antag = human D1 dopamine receptor antagonism. P21728. HEK293 TREx D1 cells, calcium flux, dopamine EC80; stronger effect = lower value. activity change, negative = inhibition, % at 10 µM. 360,000 tested, 3.2% active; in the data active means activity change below about -30%; further: on the % scale 0 is the no-effect control and ±100 the full control effect
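Allosteric or orthosteric antagonism assessed as attenuation of the calcium response to EC80 dopamine, added 180 s after compound, in induced HEK293 Trex D1 cells loaded with no-wash calcium dye.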
TRHR ag = agonists of human TRH receptor; P34981; TRHR cells, calcium flux fluo-8, FDSS agonist mode; activation, % at 2 µM; 360,000 tested, 0.18% active; further: 0% is about no effect
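TRHR-expressing cells, plated overnight in medium with 10% serum, were loaded with fluo-8 calcium dye at room temperature. After a 10 s baseline, library compound was pin-added and calcium release was recorded kinetically (ex 480/em 530) as agonist response.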
RXFP1 antag = RXFP1 (human) relaxin receptor antagonism | activity change, negative = inhibition, % at 57.5 µM | 350,000 tested, 0.59% active | HEK293-RXFP1, relaxin-stimulated cAMP HTRF, 30 min; stronger effect = lower value | Q9HBX9;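 active means activity change of -60% or lower, but not beyond a set lower limit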; further: on the % scale 0 is the no-effect control and ±100 the full control effect
Target sequence (Q9HBX9 whole entry, looked up): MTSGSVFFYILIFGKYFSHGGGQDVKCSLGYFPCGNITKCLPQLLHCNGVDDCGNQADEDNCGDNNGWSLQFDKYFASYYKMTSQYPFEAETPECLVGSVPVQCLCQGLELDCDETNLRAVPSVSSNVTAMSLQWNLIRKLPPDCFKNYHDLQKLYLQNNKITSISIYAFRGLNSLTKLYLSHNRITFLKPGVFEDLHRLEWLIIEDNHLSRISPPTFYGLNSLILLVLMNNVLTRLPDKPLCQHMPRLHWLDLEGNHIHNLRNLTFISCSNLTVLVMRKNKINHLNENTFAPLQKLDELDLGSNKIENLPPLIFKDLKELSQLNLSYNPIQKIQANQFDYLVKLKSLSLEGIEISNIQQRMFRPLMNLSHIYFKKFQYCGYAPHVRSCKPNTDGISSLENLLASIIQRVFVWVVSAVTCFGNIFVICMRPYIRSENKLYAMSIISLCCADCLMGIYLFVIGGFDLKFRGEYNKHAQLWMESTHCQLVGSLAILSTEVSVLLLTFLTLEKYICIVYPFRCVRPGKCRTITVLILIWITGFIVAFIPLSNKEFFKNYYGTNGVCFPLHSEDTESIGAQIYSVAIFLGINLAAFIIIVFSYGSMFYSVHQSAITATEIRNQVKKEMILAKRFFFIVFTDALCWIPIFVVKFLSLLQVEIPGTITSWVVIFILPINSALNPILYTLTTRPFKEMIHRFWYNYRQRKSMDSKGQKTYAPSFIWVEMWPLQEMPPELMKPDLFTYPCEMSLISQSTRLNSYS
The depositor's hits bear a star; / = not tested or not shown. Unless noted, no stated cut-off is given here; in the data, active means activation above about 30%; inactive means the rest.

cpd | SMILES | D2 agonist | TRHR enhancer | D1 agonist | D2 antagonist | D2 potentiator
1 | CCc1nn2c(=O)cc(COC(=O)c3ccc(SC)cc3OC)nc2s1 | -0.1 | 1 | 0 | 1 | 2
2 | O=C(CNC(=O)c1cccc(Cl)c1)NCC(c1cccs1)N1CCOCC1 (stereo unspecified) | 0.6 | 3 | 1 | 0 | 9
3 | CCn1c(C)cc2c(c1=O)C(c1ccncc1)C(C#N)=C(N)O2 (stereo unspecified) | -0.2 | 7 | 3 | -15 | -9
4 | CC(=O)c1c(C)[nH]c(C(=O)Nc2ccc(C)c(C)c2)c1C | 0.2 | 1 | 1 | 3 | -8
5 | Cc1ccc([C@@H]2[C@@H]3C(=O)N(C)C(=O)[C@@H]3[C@]3(Cc4ccccc4)C(=O)N(Cc4ccccc4)CC(=O)N23)o1 | 1.4 | -2 | -1 | -8 | -3
6 | CCN(CC)CCn1c2c(c(SCC(=O)Nc3cccc4ccccc34)nc1=O)CCC2 | / | -6 | 3 | / | /
7 | CCc1ccccc1NC(=O)CSc1nc2ccccc2nc1N1CCOCC1 | 0.2 | -1 | 1 | -2 | 4
8 | Nc1ccc(-c2cc(N)n(-c3ccccc3)n2)cc1 | / | 16 | 0 | / | -1
9 | O=C(NC(=S)NCc1ccccc1)C1CCCCC1 | -0.4 | 2 | 0 | 8 | -4
10 | Cc1cccc(NC(=O)C(C)SCc2nc3sc(C)c(C)c3c(=O)[nH]2)n1 (stereo unspecified) | 0.6 | 2 | 0 | -10 | 11
11 | COC(=O)c1ccc(Oc2nc(C(N)=O)cc(-c3ccccc3)n2)cc1 | 0.7 | 16 | 5 | 0 | -3
12 | Cc1ccc(C(=O)NC2CCCCC2)cc1 | 0.1 | -5 | 2 | 62* | -12

cpd | D1 PAM | D1 antag | TRHR ag | RXFP1 antag
1 | -2 | 11 | -0.1 | 2
2 | 1 | -2 | 0.0 | 5
3 | 7 | -13 | 0.5 | -10
4 | -7 | -29 | -0.7 | -9
5 | 2 | 6 | 0.4 | /
6 | 4 | 3 | -0.5 | -2
7 | -5 | -11 | -0.3 | 2
8 | 2 | -8 | -0.6 | 3
9 | 1 | -4 | 1.0 | -26
10 | -7 | -3 | 1.2 | -21
11 | 5 | -1 | 0.0 | -8
12 | -4 | 2 | -0.9 | 17

An excerpt from above in order of SMILES length, high to low.
cpd | SMILES | D2 agonist | TRHR enhancer | D1 agonist | D2 antagonist | D2 potentiator
5 | Cc1ccc([C@@H]2[C@@H]3C(=O)N(C)C(=O)[C@@H]3[C@]3(Cc4ccccc4)C(=O)N(Cc4ccccc4)CC(=O)N23)o1 | 1.4 | -2 | -1 | -8 | -3
6 | CCN(CC)CCn1c2c(c(SCC(=O)Nc3cccc4ccccc34)nc1=O)CCC2 | / | -6 | 3 | / | /
10 | Cc1cccc(NC(=O)C(C)SCc2nc3sc(C)c(C)c3c(=O)[nH]2)n1 (stereo unspecified) | 0.6 | 2 | 0 | -10 | 11
11 | COC(=O)c1ccc(Oc2nc(C(N)=O)cc(-c3ccccc3)n2)cc1 | 0.7 | 16 | 5 | 0 | -3
2 | O=C(CNC(=O)c1cccc(Cl)c1)NCC(c1cccs1)N1CCOCC1 (stereo unspecified) | 0.6 | 3 | 1 | 0 | 9
3 | CCn1c(C)cc2c(c1=O)C(c1ccncc1)C(C#N)=C(N)O2 (stereo unspecified) | -0.2 | 7 | 3 | -15 | -9
7 | CCc1ccccc1NC(=O)CSc1nc2ccccc2nc1N1CCOCC1 | 0.2 | -1 | 1 | -2 | 4
8 | Nc1ccc(-c2cc(N)n(-c3ccccc3)n2)cc1 | / | 16 | 0 | / | -1
9 | O=C(NC(=S)NCc1ccccc1)C1CCCCC1 | -0.4 | 2 | 0 | 8 | -4
12 | Cc1ccc(C(=O)NC2CCCCC2)cc1 | 0.1 | -5 | 2 | 62* | -12

cpd | D1 PAM | D1 antag | TRHR ag | RXFP1 antag
5 | 2 | 6 | 0.4 | /
6 | 4 | 3 | -0.5 | -2
10 | -7 | -3 | 1.2 | -21
11 | 5 | -1 | 0.0 | -8
2 | 1 | -2 | 0.0 | 5
3 | 7 | -13 | 0.5 | -10
7 | -5 | -11 | -0.3 | 2
8 | 2 | -8 | -0.6 | 3
9 | 1 | -4 | 1.0 | -26
12 | -4 | 2 | -0.9 | 17

Additional entries follow.
cpd | SMILES | D2 agonist | TRHR enhancer | D1 agonist | D2 antagonist | D2 potentiator
13 | Cc1cc(C)c(NC(=S)NC(=O)c2c(Cl)c(C)nn2C)c([N+](=O)[O-])c1 | -0.6 | 15 | -1 | -7 | 4
14 | COc1ccc(/C=N/O)cc1COc1ccc(NC(C)=O)cc1 | 0.8 | 3 | 1 | 9 | -3
15 | Cc1ccc(COC(=O)c2nn(C)c(=O)c3ccccc23)cc1 | -4.0 | -3 | 13 | -1 | 3
16 | CCN1C(=O)c2cccc3c(S(=O)(=O)Nc4c(C)n(C)n(-c5ccccc5)c4=O)ccc1c23 | 0.9 | 1 | 0 | 19 | /
17 | COc1ccc(C/C(C)=N/NC(=S)Nc2ccc(C(C)C)cc2)cc1 | -0.2 | 13 | 2 | 36* | -1
18 | Cc1nnc(SCC(=O)N(Cc2ccccc2)C(C)C)n1-c1ccccc1 | 0.2 | 2 | 2 | 9 | 3
19 | CN(C)CCOCCOc1ccc(Cl)c2ccccc12 | 2.1 | 3 | 7 | -5 | -20
20 | CC(C)(C)C(=O)NC(=S)NNC(=O)c1ccncc1 | -0.7 | 4 | 3 | 12 | -7
21 | CC(C)(CN1CCN(c2ccccc2)CC1)NS(=O)(=O)c1ccccc1 | -4.5 | 7 | 3 | -14 | 13
22 | CNC(=O)C1CCC(Cn2c(=O)c3sccc3n(CC(=O)Nc3ccccc3)c2=O)CC1 (stereo unspecified) | 0.1 | 11 | -1 | / | 3
23 | CC1=C(C#N)C(NC(=O)c2ccco2)(C(F)(F)F)C(=O)N1 (stereo unspecified) | 0.7 | -3 | 1 | -6 | -1
24 | Cc1ccc(C(=O)OCC(=O)Nc2cccc(S(=O)(=O)N3CCCCC3)c2)o1 | -1.7 | -8 | 10 | -1 | -2

cpd | D1 PAM | D1 antag | TRHR ag | RXFP1 antag
13 | -5 | -14 | -0.6 | -26
14 | -1 | -4 | 0.0 | 5
15 | -1 | -27 | -1.7 | -20
16 | -4 | -1 | -1.0 | -2
17 | -8 | -19 | 0.0 | -12
18 | 1 | 0 | 0.0 | 0
19 | 0 | 4 | 2.7 | -18
20 | -4 | -3 | 0.4 | 6
21 | -17 | -13 | -3.4 | -8
22 | -5 | -1 | -0.2 | -23
23 | 1 | 7 | 0.5 | -12
24 | 2 | -7 | -0.4 | 0

(listing goes on)
cpd | SMILES | D2 agonist | TRHR enhancer | D1 agonist | D2 antagonist | D2 potentiator
25 | N#Cc1ccc2nc3c(nc2c1)CCCC3 | -0.7 | 7 | 4 | 0 | 6
26 | O=C(O)C(Cc1c[nH]c2ccccc12)N1CCS(=O)(=O)CC1 (stereo unspecified) | 0.0 | 3 | 1 | 1 | 5
27 | CCN(CC)CCNC(=O)C(C)c1nn(CC)c(=O)c2ccccc12 (stereo unspecified) | 0.7 | 2 | 1 | -14 | -6
28 | O=C(c1ccccc1)N1CCN(C2CCCCCC2)CC1 | 0.3 | 1 | 2 | 1 | -4
29 | O=C(NCCc1ccccc1Cl)c1ccc2c(c1)nc1n2CCOC1 | 0.4 | 3 | 1 | / | 15
30 | NC(=O)C1CCN(C(=O)c2ccc(NS(=O)(=O)c3ccc(F)c(F)c3)cc2)CC1 | -1.0 | -2 | 0 | 21 | 8
31 | CCOc1ccc(C(=O)OCCN(C)C)cc1 | 0.5 | 5 | 0 | 23 | -4
32 | O=[N+]([O-])c1cc(/C=N/n2cnnc2)ccc1N1CCCC1 | -0.3 | 10 | 0 | 25 | 9
33 | COc1ccc(CNC(=O)c2cc(=O)[nH]c3ccc(S(=O)(=O)N4CCCC4)cc23)c(OC)c1 | -0.8 | 1 | 0 | / | -2
34 | Cc1cc(NC(=O)Nc2ccc(Cl)cc2)n(-c2ccccc2)n1 | 0.4 | -1 | 8 | 41* | -21
35 | COc1ccc(S(=O)(=O)N(C)C)cc1NC(=O)COC(=O)CC1CCCC1 | -0.7 | 12 | 14 | -13 | 11
36 | CC1(C)CC(=O)C(C=NCCN2CCN(C(=S)NC3CCCCC3)CC2)=C(O)C1 | 0.2 | -1 | 1 | 13 | 6

cpd | D1 PAM | D1 antag | TRHR ag | RXFP1 antag
25 | 0 | 1 | -0.6 | -34
26 | 2 | 7 | 1.2 | -20
27 | 3 | -57* | 0.5 | 13
28 | -2 | -4 | -0.3 | -3
29 | -3 | -1 | 0.2 | -8
30 | 6 | -1 | -0.4 | -1
31 | -7 | -7 | 0.2 | 1
32 | 1 | -5 | -0.6 | -1
33 | 1 | 8 | -0.7 | -7
34 | -10 | -15 | -0.1 | 1
35 | -8 | 15 | -0.8 | 0
36 | 10 | 7 | 0.1 | 0

The listing continues:
cpd | SMILES | D2 agonist | TRHR enhancer | D1 agonist | D2 antagonist | D2 potentiator
37 | O=C(Nc1nnc(C(F)(F)F)s1)c1ccc(Br)s1 | 19 | -8 | 37* | 35* | -18
38 | CCOC(=O)c1oc2cc(O)ccc2c(=O)c1-c1ccc(OC)cc1 | 0.6 | 1 | 0 | 26 | 4
39 | COc1ccc(CNC(=O)c2noc(C(C)C)c2[N+](=O)[O-])cc1 | 1.1 | 1 | -1 | -30 | 4
40 | Cc1ccc(NC(=O)CSc2ccc(-c3cccnc3)nn2)c(C)c1 | -0.8 | -4 | 8 | -5 | -1
41 | O=C(OCCc1cc2ccccc2c(=O)o1)c1cccc(Br)c1 | -0.5 | 1 | 5 | -4 | 10
42 | Cc1ccc2nc(-c3cccc(NC(=O)c4ccc5c(c4)OCCO5)c3)oc2c1 | 0.8 | 8 | 4 | -4 | 5
43 | CC(C)N1C(=O)CSC1c1ccc(Br)cc1 (stereo unspecified) | -1.0 | -9 | 2 | -2 | 3
44 | COc1cccc(NC(=O)CN2C(=O)NC(c3ccccc3)(c3ccccc3)C2=O)c1 | -1.8 | 7 | 6 | -15 | /
45 | O=C(CSc1n[nH]c(=O)n1-c1ccccc1)Nc1ccccc1 | 0.0 | -3 | 1 | -17 | 8
46 | CCOC(=O)c1ccccc1Nc1cc(C)nc2nc(-c3ccco3)nn12 | -0.6 | 4 | 74* | / | -8
47 | CCc1ccc(-c2cc(C)no2)cc1S(=O)(=O)N1CCN(c2ccccc2F)CC1 | 0.5 | 1 | 2 | 8 | 15
48 | COC(=O)c1c(NC(=O)c2cc(=O)c3c(C)cc(C)cc3o2)sc2c1CCCC2 | 0.9 | -4 | 3 | / | 3
49 | COc1cccc(NS(=O)(=O)c2ccc(-n3cccn3)cc2)c1 | 0.1 | -8 | 14 | 10 | -7

cpd | D1 PAM | D1 antag | TRHR ag | RXFP1 antag
37 | -7 | -43* | 5.0 | 4
38 | -8 | 4 | -0.2 | -22
39 | -4 | -6 | 0.0 | 4
40 | -3 | 2 | -0.7 | 6
41 | 3 | / | 0.8 | /
42 | -4 | -7 | 0.6 | -8
43 | -9 | -11 | 0.0 | 6
44 | -3 | 0 | 0.3 | -11
45 | 0 | 13 | -0.8 | 6
46 | 2 | -32* | -0.7 | -12
47 | 3 | 12 | 1.3 | 5
48 | 0 | 0 | 0.2 | 3
49 | 6 | -8 | -0.3 | 2
